DAX1 inh-1: DAX1 (NR0B1) inhibitors on StAR promoter, primary screen, cell-based, luminescence, SF-1 (NR5A1), full-length DAX-1; inhibition, % at 6.8 µM; AID 652010, 2013; actives 1.1% (n = 370,000); HEK293T StAR-luciferase reporter, SF-1/DAX-1 repression relief;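 active means inhibition above the mean over all tested compounds plus 3 SD, cut at about 3.6% in these data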;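 further: 0% = DAX-1 cells with DMSO and 100% = cells lacking DAX-1 with DMSO; higher inhibition means more luminescence from relief of DAX-1 repression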
hcDAF12 agonist: H. contortus DAF-12 nuclear receptor activators, primary screen, cell-based, luminescence, HEK293, lit1-tk-luc reporter. HEK293 hcDAF-12 lit1-tk-luc reporter; 0% DMSO, 100% Δ7-dafachronic acid. activation, % at 6.8 µM. actives 1.4% (n = 370,000);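 active means activation above the mean of all tested compounds plus 3 SD, cut at about 5.5% in these data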;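 further: 100% = response to 3 µM Δ7-dafachronic acid high control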
DAX1 inh-2: DAX1 (NR0B1) inhibitors, primary screen, cell-based, HEK293, Gal4-DAX1, luciferase luminescence | actives 0.99% (n = 340,000) | Nuclear receptor subfamily 0 group B member 1 (Homo sapiens), P51843 | inhibition, % at 6.75 µM | AID 504766, 2011 | HEK293 Gal4-DAX1 luciferase reporter;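 active means inhibition above the mean over all tested compounds plus 3 SD, cut at about 4.2% in these data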;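 further: 0% = DAX1-transfected cells with DMSO and 100% = empty-vector control cells with DMSO; inhibition shows as a rise in luminescence from relieved DAX1 repression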
Target sequence (P51843 207-470 limits assumed): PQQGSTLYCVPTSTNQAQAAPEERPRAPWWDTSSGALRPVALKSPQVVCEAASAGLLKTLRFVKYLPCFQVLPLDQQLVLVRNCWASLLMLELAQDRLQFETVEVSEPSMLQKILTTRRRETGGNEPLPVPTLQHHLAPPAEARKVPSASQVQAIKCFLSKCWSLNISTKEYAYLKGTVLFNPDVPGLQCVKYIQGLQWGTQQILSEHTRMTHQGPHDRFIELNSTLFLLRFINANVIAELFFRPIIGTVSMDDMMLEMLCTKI
hgDAF12 agonist: H. glycines DAF-12 receptor agonists, primary screen, cell-based, luminescence, HEK293, GAL4 fusion, UAS-luciferase | actives 1.8% (n = 370,000) | AID 687014, 2013 | activation, % at 6.8 µM | HEK293 GAL4-hgDAF12 UAS-luciferase reporter, agonist luminescence; normalized to butyrate control;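 active means activation above a cutoff set at the mean of all screened compounds plus 3 SD, cut at about 10% in these data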;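 further: 0% = DMSO wells and 100% = sodium butyrate wells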
GAA850 FXN act: FXN promoter activators, primary screen, cell-based, luciferase luminescence, HEK293 lucGAA850 | HEK293 lucGAA850 FXN promoter luciferase reporter, 24 h; percent of 10 µM SAHA response | actives 0.56% (n = 360,000) | activation, % at 6 µM;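 active means activation above the average of all compounds screened plus 3 SD, cutoff fixed separately per campaign, cut at about 7.5% in these data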;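 further: 0% = DMSO wells and 100% = 10 µM SAHA wells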
ADAM10 inh: human ADAM10 inhibitors, primary screen, biochemical, QFRET, HTS | Disintegrin and metalloproteinase domain-containing protein 10 (Homo sapiens), O14672 | recombinant ADAM10, EDANS/DABCYL FRET peptide cleavage, 3 h | inhibition, % at 7 µM | actives 0.62% (n = 370,000) | AID 720582, 2013;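 active means inhibition above a per-campaign cutoff equal to the mean of compounds falling between control-based bounds plus 3 SD, cut at about 20% in these data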;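 further: 0% = DMSO wells while the 100% control is not disclosed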
Target sequence (O14672 214-748 limits assumed): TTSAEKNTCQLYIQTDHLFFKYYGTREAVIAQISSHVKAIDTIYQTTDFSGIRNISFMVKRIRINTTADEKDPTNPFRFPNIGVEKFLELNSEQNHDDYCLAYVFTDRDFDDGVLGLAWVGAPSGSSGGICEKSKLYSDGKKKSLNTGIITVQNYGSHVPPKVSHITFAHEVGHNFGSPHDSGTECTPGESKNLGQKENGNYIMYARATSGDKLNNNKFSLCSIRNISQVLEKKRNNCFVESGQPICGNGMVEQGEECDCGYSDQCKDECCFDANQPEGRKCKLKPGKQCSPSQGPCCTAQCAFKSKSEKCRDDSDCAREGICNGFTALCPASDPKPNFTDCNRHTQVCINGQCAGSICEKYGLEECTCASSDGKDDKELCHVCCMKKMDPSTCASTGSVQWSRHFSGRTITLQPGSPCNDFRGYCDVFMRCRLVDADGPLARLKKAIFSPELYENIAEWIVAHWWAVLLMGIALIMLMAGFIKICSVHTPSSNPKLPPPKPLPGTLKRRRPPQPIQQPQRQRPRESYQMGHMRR
ADAM17 inh: ADAM17 inhibitors, primary screen, biochemical, QFRET; actives 0.83% (n = 370,000); AID 720648, 2013; inhibition, % at 6.95 µM; recombinant ADAM17, EDANS/DABCYL FRET peptide cleavage;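 active means inhibition above the mean of compounds lying between control limits plus 3 SD, set per campaign, cut at about 8.5% in these data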;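 further: 0% = DMSO-only wells as the low control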
sPLA2-III inh: human group III sPLA2 inhibitors, primary screen, biochemical, QFRET, BODIPY PC-A2 liposome substrate. QFRET BODIPY PC-A2 liposome hydrolysis, fluorescence. inhibition, % at 12.2 µM. actives 0.56% (n = 370,000). AID 743126, 2013;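 active means inhibition above mean plus 3 SD of compounds lying within the high and low control bounds, cut at about 19% in these data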;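 further: 0% = median of test compound wells and 100% = no enzyme DMSO wells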
ssDAF-12 act: S. stercoralis DAF-12 nuclear receptor activators, primary screen, cell-based, luminescence, HEK293, GRIP1 co-expression, lit1-tk-luc; Nuclear hormone receptor DAF-12 (Strongyloides stercoralis); HEK293 ssDAF-12/GRIP1 lit1-tk-luc reporter; % of 3 µM dafachronic acid response; activation, % at 6.8 µM; actives 1% (n = 370,000); AID 652126, 2013;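 active means activation above the mean over all tested compounds plus 3 SD, cut at about 0.9% in these data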;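 further: 0% = DMSO-only wells and 100% = 3 µM delta7-dafachronic acid wells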
PLC-beta3 inh: human PLC-beta3 inhibitors, primary screen, biochemical, fluorescence; Purified PLC-beta3, fluorogenic substrate; inhibition, % at 12.2 µM; actives 0.18% (n = 370,000); AID 720704, 2013; in the data active means inhibition above about 11%;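 further: 0% = median of compound wells on plate and 100% = full blocker control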
PLC-gamma1 inh: PLC-gamma1 enzyme inhibitors, primary screen, biochemical, fluorescence, purified enzyme; 1-phosphatidylinositol 4,5-bisphosphate phosphodiesterase gamma-1 (Homo sapiens), P19174; fluorogenic substrate; inhibition, % at 12.2 µM; actives 0.84% (n = 370,000); AID 720700, 2013; in the data active means inhibition above about 9.5%
Active calls of the source: *; i = inactive; . = no result given. Compounds as they come; about 6.9% have a hit in one of these screens.

[1] CCN(CC(=O)NC1CCCC1)S(=O)(=O)c1ccc(F)cc1
[2] O=C(COc1ccc(F)cc1)c1ccc2c(c1)CCCC2
[3] COc1cccc(NC(=O)c2cc(-c3ccco3)nc3ccccc23)c1
[4] CCN(CC)c1ccc(C2C(C(C)=O)C(=O)CC(C)(O)C2C(C)=O)cc1 (centres undefined)
[5] CC(=O)c1ccc(NC(=O)NNS(=O)(=O)c2ccc([N+](=O)[O-])cc2)cc1
[6] COc1ccc(NC(=S)NCCCN2CCN(C3CCCCC3)CC2)cc1
[7] CCOC(=O)C1=CNS(=O)(=O)NC1c1cccc(O)c1 (centres undefined)
[8] CNC(=O)c1c(C)nc(SCC(=O)NCc2ccc(OC)cc2)c(C#N)c1-c1ccco1
assay / entry	1	2	3	4	5	6	7	8
DAX1 inh-1	-0.8	1.6	0.0	-0.1	-0.7	1.3	0.5	0.5
hcDAF12 agonist	-0.5	2.3	1.2	-1.1	-0.8	2.0	1.1	-0.8
DAX1 inh-2	-0.9	1.2	0.8	-0.4	-0.1	0.4	-0.3	0.0
hgDAF12 agonist	-1.0	14*	-1.8	-2.7	-2.1	5.3	2.5	0.2
GAA850 FXN act	-1.4	7.2	0.5	0.7	-0.9	-0.8	1.1	0.3
ADAM10 inh	3	8	-86	-1	-10	1	-47	2
ADAM17 inh	-2	6	-30	-2	2	1	-5	-3
sPLA2-III inh	7	-6	10	-2	-7	8	-2	2
ssDAF-12 act	-1.4	-0.4	-1.2	-1.3	-1.0	-0.1	0.6	-0.8
PLC-beta3 inh	-7	7	-91	1	-6	2	-21	-3
PLC-gamma1 inh	1	9.5*	-66	-4	8	1	-13	-3

[9] O=S(=O)(c1ccc2c(c1)C(=NO)c1cc(S(=O)(=O)N3CCCCC3)ccc1-2)N1CCCCC1
[10] COc1cc(OC)cc(C(=O)N[C@H](C(=O)NCc2ccccc2)C(C)C)c1
[11] O=c1ccn(-c2cccc(C(F)(F)F)c2)nc1-c1ccn(-c2ccccc2)n1
[12] CCN(CC)S(=O)(=O)c1cccc(S(=O)(=O)c2cccc(S(=O)(=O)N(CC)CC)c2)c1
[13] O=C(NCC1CCCO1)C(c1ccc(F)cc1)N(Cc1ccc2c(c1)OCO2)C(=O)c1ccc(CN2CCOCC2)o1 (centres undefined)
[14] CCCCC(=O)Nc1ncc([N+](=O)[O-])s1
[15] COc1cccc(CNC(=O)CCC2CCCN(C(=O)CCn3cncn3)C2)c1 (centres undefined)
[16] NC(=O)c1ccc(O)c2ncccc12
assay / entry	9	10	11	12	13	14	15	16
DAX1 inh-1	-0.3	0.2	-0.6	-2.1	0.0	-0.2	0.3	.
hcDAF12 agonist	-1.5	-1.4	-2.0	-3.1	0.7	-0.6	-0.5	-1.0
DAX1 inh-2	-0.7	-1.0	0.5	-1.4	1.0	0.1	-0.4	.
hgDAF12 agonist	-2.1	-1.5	-0.5	-3.6	-1.5	6.4	0.4	1.2
GAA850 FXN act	2.3	2.1	6.6	1.5	3.7	-0.2	1.9	.
ADAM10 inh	0	1	4	0	1	-5	-1	-9
ADAM17 inh	-4	-2	-1	0	0	-2	-3	-1
sPLA2-III inh	-4	-2	-9	-21	-2	-3	4	13
ssDAF-12 act	-0.5	-1.1	-1.7	-2.5	-1.3	-1.5	-1.8	-1.2
PLC-beta3 inh	-1	-2	-3	2	-2	-2	0	-11
PLC-gamma1 inh	1	1	-3	1	1	3	3	-7

[17] CCN(CC)c1ccc(/C=N/NC(=O)OC(C)(C)C)cc1
[18] CCC(=O)N1CCc2cc(S(=O)(=O)CCC(=O)NCCc3ccc(OC)c(OC)c3)ccc21
[19] O=C(COC(=O)c1cc(=O)[nH]c2ccccc12)Nc1cccc(S(=O)(=O)N2CCOCC2)c1
[20] C=CCN1c2ccccc2[C@]23C[C@@H](C(=O)OC)N(C(=O)CC(C)C)C2=NC(C(=O)OC)=C(C(=O)OC)[C@H]13
[21] CCCNC(=S)NC1CC2CCCC(C1)N2Cc1ccccc1OC (centres undefined)
[22] CCCOc1ccc(C(=O)NC(=S)N2CCN(c3ncc4c(=O)c(C(=O)O)cn(CC)c4n3)CC2)cc1
[23] C=CCNc1cccc2c1S(=O)(=O)N[C@H](Cc1ccccc1)CO2
[24] CCN(CC)S(=O)(=O)c1ccc2c(c1)oc(=O)n2CC(=O)NC1CCCCC1
assay / entry	17	18	19	20	21	22	23	24
DAX1 inh-1	1.6	-0.5	0.1	-0.3	-0.2	-0.3	0.5	0.4
hcDAF12 agonist	2.6	-0.6	0.4	-0.5	-0.2	-0.3	-1.1	0.4
DAX1 inh-2	4.9*	-0.5	0.2	-0.5	1.0	0.1	.	0.5
hgDAF12 agonist	5.1	-1.0	-0.1	-0.6	2.7	2.5	1.2	-1.8
GAA850 FXN act	3.8	-0.2	0.9	-1.3	-2.5	2.2	.	-1.3
ADAM10 inh	-50	11	-70	9	2	-7	-7	-2
ADAM17 inh	-15	-2	-27	2	-1	-4	0	8
sPLA2-III inh	3	7	-9	4	6	-5	-9	1
ssDAF-12 act	0.6	-1.2	-1.3	-1.6	0.1	-0.6	-0.9	-0.9
PLC-beta3 inh	-9	1	-101	2	1	-4	1	-2
PLC-gamma1 inh	-3	3	-81	0	0	-2	0	6

[25] CCOC(=O)C(C)Sc1nc2c(cnn2-c2ccc(C)cc2)c(=O)[nH]1 (centres undefined)
[26] COc1ccc(CC(=O)N2CCC(Nc3nc4ccccc4n3Cc3ccc(F)cc3)CC2)cc1
[27] Cc1ccc(S(=O)(=O)N2CCCC2CNC(=O)C(=O)NCc2ccc3c(c2)OCO3)cc1 (centres undefined)
[28] CCC(CC)C(=O)N1N=C(c2ccc(NS(C)(=O)=O)cc2)CC1c1ccc(C)cc1 (centres undefined)
[29] CC(=O)N1c2ccc(S(=O)(=O)N3CCC(C(=O)NCc4ccc(Cl)cc4)CC3)cc2CC1C (centres undefined)
[30] COc1ccc(Cl)cc1NC(=O)c1cc(C2CC2)on1
[31] COc1ccc(OC)c(S(=O)(=O)N2CCN(C(=O)NC3CCCCC3)CC2)c1
[32] O=C(C[C@H]1CC[C@@H](NC(=O)Cc2cccnc2)[C@@H](CO)O1)NCc1ccc2c(c1)OCO2
assay / entry	25	26	27	28	29	30	31	32
DAX1 inh-1	-0.1	-0.9	-0.5	-0.3	-0.5	.	0.7	-0.1
hcDAF12 agonist	0.6	-3.2	-2.9	-1.0	-2.6	7.6*	0.5	-1.1
DAX1 inh-2	-0.1	-1.1	-0.7	-0.8	-0.3	.	0.0	.
hgDAF12 agonist	-2.7	-2.0	-0.1	2.6	-2.1	2.7	2.0	0.1
GAA850 FXN act	0.7	0.4	0.4	-1.4	-1.7	.	0.9	.
ADAM10 inh	-1	13	6	i	6	1	-11	2
ADAM17 inh	0	11*	2	i	0	-2	-3	-2
sPLA2-III inh	-18	-31	-9	-32	-11	2	3	1
ssDAF-12 act	-0.2	-1.7	-1.4	-2.1	-1.5	-1.2	-0.5	-1.2
PLC-beta3 inh	-1	9	-1	-90	-5	0	0	1
PLC-gamma1 inh	5	8	-2	-64	3	1	2	4

[33] COc1ccc(CCNC(=O)N[C@@H](Cc2ccccc2)C(=O)O)cc1
[34] CCn1c(SCc2ccc(C#N)cc2)nnc1-c1cccc(Cl)c1
[35] COc1ccc(CCC(=O)NCCCNC(=O)CCc2ccc(OC)cc2)cc1
[36] O=C1CC(c2ccccc2)CC(=O)C1Sc1ccc(Cl)cc1 (centres undefined)
[37] Cc1ccc(S(=O)(=O)Oc2ccc(/C=C3\C(=N)N4N=C(S(C)(=O)=O)SC4=NC3=O)cc2)cc1
[38] O=C(NCc1ccccc1)C1CCN(C(=O)NCc2ccccc2)CC1
assay / entry	33	34	35	36	37	38
DAX1 inh-1	0.0	-0.2	0.4	-0.2	0.0	0.2
hcDAF12 agonist	-0.3	-2.5	0.1	-2.1	0.0	0.7
DAX1 inh-2	0.4	-0.9	1.4	0.1	0.2	1.2
hgDAF12 agonist	-2.5	-0.6	-4.2	-1.3	1.5	1.8
GAA850 FXN act	0.0	1.9	2.5	-0.7	0.8	1.7
ADAM10 inh	3	-4	-11	-12	-21	0
ADAM17 inh	0	-4	-4	-3	-6	0
sPLA2-III inh	4	-2	14	16	-10	2
ssDAF-12 act	-1.0	-2.2	-1.4	-1.4	-0.9	-1.3
PLC-beta3 inh	-2	1	-1	-9	-18	1
PLC-gamma1 inh	2	0	0	2	-6	2

Given field by field: part of the list above.
[34] CCn1c(SCc2ccc(C#N)cc2)nnc1-c1cccc(Cl)c1
  DAX1 inh-1 = -0.2; hcDAF12 agonist = -2.5; DAX1 inh-2 = -0.9; hgDAF12 agonist = -0.6; GAA850 FXN act = 1.9; ADAM10 inh = -4; ADAM17 inh = -4; sPLA2-III inh = -2; ssDAF-12 act = -2.2; PLC-beta3 inh = 1; PLC-gamma1 inh = 0

[35] COc1ccc(CCC(=O)NCCCNC(=O)CCc2ccc(OC)cc2)cc1
  DAX1 inh-1 = 0.4; hcDAF12 agonist = 0.1; DAX1 inh-2 = 1.4; hgDAF12 agonist = -4.2; GAA850 FXN act = 2.5; ADAM10 inh = -11; ADAM17 inh = -4; sPLA2-III inh = 14; ssDAF-12 act = -1.4; PLC-beta3 inh = -1; PLC-gamma1 inh = 0

[36] O=C1CC(c2ccccc2)CC(=O)C1Sc1ccc(Cl)cc1 (centres undefined)
  DAX1 inh-1 = -0.2; hcDAF12 agonist = -2.1; DAX1 inh-2 = 0.1; hgDAF12 agonist = -1.3; GAA850 FXN act = -0.7; ADAM10 inh = -12; ADAM17 inh = -3; sPLA2-III inh = 16; ssDAF-12 act = -1.4; PLC-beta3 inh = -9; PLC-gamma1 inh = 2
